NCI-60 one-dose screen, 48 h, at 10 µM unless noted. Numbers give growth in % (100 = growth as untreated, 0 = no growth, -100 = all killed).
DU-145: DU-145 prostate cancer; 81,000 compounds, 4.2% hits; AID 1794760
TK-10: TK-10 renal cancer cells; 81,000 compounds, 3.9% hits
PC-3: PC-3 prostate cancer cells; 80,000 compounds, 3.9% hits; AID 1794754
SN12C: SN12C renal cancer cells | 81,000 compounds, 3.8% hits
SF-539: SF-539 CNS cancer; 81,000 compounds, 6.8% hits
786-0: 786-0 renal cancer cells; 81,000 compounds, 5.1% hits; AID 1794775
UO-31: UO-31 renal cancer. 81,000 compounds, 5.2% hits
SF-295: SF-295 CNS cancer cells | 79,000 compounds, 5.6% hits | AID 1794758
U251: U251 CNS tumor cells; 80,000 compounds, 5.4% hits; AID 1794753
* marks the source's active call; other numbers are inactive results; . = not tested or not shown; & = joins results of further samples. The calls were made as follows: active = growth percent below 10; inactive = the rest.

SMILES	DU-145	TK-10	PC-3	SN12C	SF-539	786-0	UO-31	SF-295	U251
O=C(O)C1=CCCC1	119	103	92	117	118	108	103	98	94
COC(=O)[C@]12CC[C@@H](C)[C@H](C)[C@@H]1C1=CC[C@@H]3[C@@](C)(CC#N)C4=C(C[C@@]3(C)[C@]1(C)CC2)OC[C@]4(C)C=O	5.1*	3.8*	10.0*	1.6*	-38*	-19*	6.2*	-31*	-46*
CC(C)(C)SCC(=O)O	106	102	88	97	102	93	90	99	98
COc1cc(N)c2ncccc2c1Cl	119	94	93	91	87	95	78	101	101
CC[C@@H](C[C@H](CCO)c1ccccc1)c1cc2ccccc2o1	98	99	79	96	104	91	89	99	91
COc1cc(C2Cc3ncccc3-c3[nH]c(=O)c4cccnc4c32)cc(OC)c1OC (stereo not drawn)	23	53	22	40	-19*	33	39	1.7*	16
CC(=O)c1cc(Nc2cc(C)[n+](C)c(N)n2)cc(C(C)=O)c1	99&108	100&108	99&100	98&105	92&92	93&101	102&98	89&106	101&106
CCN(CC)CC#CCOC(=O)[C@]1(C)CCC[C@]2(C)[C@H]3C[C@H]4C(C(C)C)=C[C@]3(CC[C@H]21)[C@@H]1C(=O)OC(=O)[C@@H]14	97	90	87	96	97	101	87	99	100
COc1ccc(C2N=C(SCC(=O)Nc3ccc(S(=O)(=O)NC(C)=O)cc3)NC(C)=C2C(C)=O)cc1 (stereo not drawn)	115	115	112	114	102	104	88	106	108
COc1ccc(C2CC(c3ccc(OC)c(OC)c3)=NN2C(=O)c2cc(OC)c(OC)c(OC)c2)cc1 (stereo not drawn)	12	18	31	41	-14*	27	21	4.3*	26
CN(N)C(=O)c1ccccc1	113	99	91	94	98	99	96	102	97
CCC(C)C1(C2CCCC2)NC(=O)NC1=O (stereo not drawn)	121	118&92	95&102	96&100	97&104	108&104	97&86	94&117	108&105
Cc1cn(-c2cc(NC(=O)c3cncc(C#Cc4cnc5ccc(O[C@@H]6CCOC6)nn45)c3)cc(C(F)(F)F)c2)cn1	-86*	-19*	-0.6*	-8.4*	-90*	-88*	-13*	-22*	-97*
O=C1c2cccc3cccc(c23)C(=O)N1CCCCN1CCN(CCCCOc2ccc(-c3nc4ccc(N5CCOCC5)cc4[nH]3)cc2)CC1	77	114	.	95	106	81	33	75	75
CCC(C)(C)c1ccc(N(CCCc2ccccc2)CCCc2ccccc2)cc1	122	94	101	114	108	99	74	106	115
Cc1nn(-c2ccccc2)c2c1C(c1cc3c(cc1Br)OCO3)C(C#N)=C(N)O2 (stereo not drawn)	111	132	106	100	102	102	79	103	100
O=C(Nc1cnn2ccc(N3CCC[C@@H]3c3cc(F)ccc3F)nc12)N1CC[C@H](O)C1	110	100	89	81	77	91	83	97	86
O=[N+]([O-])c1ccc(N/N=C/c2cccc(O)c2)nc1	103	108	78	93	101	97	65	109	97
NCC(=O)Nc1ccc(O)cc1	115	109	100	106	98	109	104	101	93
N#C/C(=C\NC(=S)NCc1ccccc1)c1nc2ccccc2s1	103	131	78	94	108	106	58	109	98
COc1ccccc1/C=C/C=N/NC1=NC2C(S1)N(C)C(=O)N2c1ccccc1 (stereo not drawn)	8.5*	69	27	21	-16*	17	36	9.0*	23
CCc1nn(Cc2ccccc2)c2nc(C)c(CCc3ccccc3)c(Cl)c12	102	92	76	86	87	85	.	85	97
CCOC(=O)C/C(=N\Nc1cc(=O)[nH]c2ccccc12)C(=O)OCC	115	117	95	96	98	102	80	108	100
O=C(NNC1CCN(Cc2ccccc2)CC1)c1ccccc1	123	118	101	92	110	103	79	104	101
N#Cc1c(-c2cccs2)c(C#N)c(=O)n(Cc2nc3ccccc3[nH]2)c1N	111	152	97	92	98	103	60	107	94
COc1ccc2c(c1)c(-c1csc(-c3ccc4ccccc4c3)n1)cn2C	106	120	.	101	101	99	92	103	96
CC(=O)N[C@@H](CO)CC(=O)c1ccc2c(c1O)C=CC(C)(C)O2	111	121	80	94	97	105	47	93	101
CCOC(=O)c1c(NCC(=O)Nc2ccc(Br)cc2)sc2c1CCCC2	67	81	55	18	12	21	54	39	-6.1*
C=CC(C)C(C)(C)O (stereo not drawn)	105	104	100	109	105	89	87	102	103
O=C(NC(=O)c1ccc(F)c(Cl)c1)NC1CC1	99&106	96&94	87&99	88&102	98&110	94&99	97	99&104	104
Cc1ccc(-c2nc(C#N)c(S(=O)(=O)NCCO)o2)cc1	90	66	62	81	47	61	62	101	74
O=C1NC(=S)NC(=O)C1Nc1ccc(Cl)cc1	89	106	64	88	85	60	53	63	86
CCN(CC)CCCC(C)Nc1c2ccc(Cl)cc2nc2cc(OC)c(OC)cc12 (stereo not drawn)	23	2.5*	17	34	-88*	39	-41*	44	16
O=C(O)CCc1cccc(O)c1	120	106	105	103	115	110	89	117	108
CN1CCN(Cc2ccc(NC(=O)c3cccc(C#Cc4c(N)ncc5ccc(F)cc45)c3)cc2C(F)(F)F)CC1	-90*	-71*	-19*	5.0*	-95*	-83*	-69*	-65*	-68*
CCCCC(CCc1ccccn1)C(=O)c1ccccc1 (stereo not drawn)	.	127	98	122	107	110	80	104	114
C#CCOc1ccc(C2=NN(CCCC)C3N=C(Cl)c4ncn(CCCC)c4N23)cc1OCC#C (stereo not drawn)	94	98	64	91	101	102	63	88	80
CNc1ccc(Nc2ccc(S(=O)(=O)O)cc2)c2c1C(=O)c1ccccc1C2=O	112	126	101	93	101	103	102	.	97
O=c1[nH]c(=O)c2cc(Sc3ccc(Cl)cc3)ccc2[nH]1	112	86	81	101	102	97	89	93	96
Clc1ccc(-c2nn(-c3ccccc3)cc2-c2nc3ccccc3o2)cc1	115	135	91	97	109	107	85	118	106

Single entries from the results shown:
U251, `CCOC(=O)C/C(=N\Nc1cc(=O)[nH]c2ccccc12)C(=O)OCC` → 100
DU-145, `C=CC(C)C(C)(C)O` (stereo not drawn) → 105
SF-539, `CCN(CC)CCCC(C)Nc1c2ccc(Cl)cc2nc2cc(OC)c(OC)cc12` (stereo not drawn) → -88*
TK-10, `N#Cc1c(-c2cccs2)c(C#N)c(=O)n(Cc2nc3ccccc3[nH]2)c1N` → 152
786-0, `CN1CCN(Cc2ccc(NC(=O)c3cccc(C#Cc4c(N)ncc5ccc(F)cc45)c3)cc2C(F)(F)F)CC1` → -83*

Next compounds follow:
SMILES	DU-145	TK-10	PC-3	SN12C	SF-539	786-0	UO-31	SF-295	U251
CCCn1cnc2c(NCc3ccc(C)s3)nc(N[C@H](CC)CO)nc21	105	99	96	99	98	98	80	101	96
Nc1nc2c3cccnc3cc(-c3cccc(Cl)c3)c2c2ncccc12	76	79	74	.	56	84	75	59	68
CCc1c(O)c2cccc3c2n(c1=O)CC3	108	107	87	91	102	105	84	101	98
Nc1cnc2ccccc2c1	118	97	77	95	110	109	83	127	119
NC(N)=N/N=C/c1ccc(O)c(S(=O)(=O)O)c1	110	102	92	102	102	102	81	102	98
C1=CCc2c(cccc2OCCCCCCN2CCCCCC2)C1	67	72	.	73	71	76	46	88	46
COc1ccc(-c2ccnc3c2c(-c2ccc(Cl)cc2)nn3-c2ccccc2)cc1	100	86	95	95	101	102	93	99	102
COc1ccc(C(=O)CCl)c(O)c1OC	105	99	103	94	91	100	81	98	94
Cc1cccc(NC(=O)CCc2ccc(N3C(N)=NC(N)=NC3(C)C)cc2)c1	51	82	11	30	24	-8.0*	115	65	37
O=C(/C=C/c1ccco1)c1ccc([N+](=O)[O-])cc1	109	99	92	99	104	92	88	104	91
N#Cc1ncc(-c2cccnc2F)c(NC2CCCCCC2)n1	104	95	88	91	92	104	84	103	88
O=c1c(-c2n[nH]c(=S)o2)cnc2nc[nH]n12	110	91	113	99	103	106	88	100	108
Cc1ccc(C(=O)c2ccc(C)cc2)cc1	103&102	96&101	92&96	103&93	98&85	100&91	98&77	103&94	105&94
O=CN1N=C(c2ccc(Cl)cc2)CC1c1cn(Cc2ccc(Cl)cc2)c2ccccc12 (stereo not drawn)	92	87	65	73	82	90	61	86	83
COC(=O)C1CCCN1C(=O)CNC(=O)OC(C)(C)C (stereo not drawn)	95	104	81	98	103	108	93	122	107
CCOC(=O)C1=NN(c2ccccc2)C(=O)/C1=C\n1c(=S)sc2ccccc21	103	118	88	105	98	99	72	105	93
O=[n+]1ccn([O-])c2ccccc21	105	98	92	97	99	103	89	107	100
O=C(NNC1=Nc2cccc3cccc1c23)c1ccc(Br)cc1	87	102	.	106	91	102	74	78	72
O=C(Cc1ccccc1Nc1c(Cl)cccc1Cl)NN1C(=O)/C(=C/c2ccc(Cl)cc2)SC1=S	109	111	.	96	99	103	88	100	100
COc1ccc(-c2nc3cc(NC(=O)[C@H](N)Cc4ccccc4)ccc3o2)cc1	89	83	79	87	92	70	67	98	82
COc1ccc(-c2oc3ccc(C)cc3c(=O)c2O)cc1OC	78	115	66	76	93	84	69	98	67
O=C(CCCCCCNC(=O)C(O)(O)C(F)(F)F)Nc1ncc(-c2ccccc2)s1	3.3*	-10*	23	2.3*	14	17	-28*	-35*	-63*
O=c1oc2cc(O)ccc2c2ccccc12	107	102	105	103	104	95	102	110	102
COC1OC(C(O)CO)C(O)C(O)C1O (stereo not drawn)	113&111	101&102	99&98	93&104	103&103	100	96	111&104	101&95
CC(C)C(=O)NCCO	107	102	103	104	101	97	96	100	100
CC(C)COC(=O)c1ccccc1O	123	105	108	106	111	103	107	.	99
COc1cc(-c2cc(-c3ccc(Nc4ncnc5cc(Cl)ccc45)cc3)nc(N3CCOCC3)n2)cc(OC)c1OC	106	95	88	97	101	105	81	104	95
CCOC(=O)C1NN(c2ccc(S(N)(=O)=O)cc2)c2nc3nc(-c4cccs4)cc(-c4cccs4)c3c(=O)n21 (stereo not drawn)	92	100	80	90	63	79	83	79	84
C=C=COc1cccc(/C(N)=N/C(N)=N/c2nc3ccccc3s2)c1	101	133	30	67	70	90	31	110	81
CC(C)Cc1ccc(C(C)C(=O)NCc2ccc(Cn3c(=O)sn(-c4ccc(C#N)cc4)c3=O)cc2)cc1 (stereo not drawn)	90	85	79	74	84	84	56	58	79
CN(C)CCCC(C#N)(c1ccccc1)C1CCCCC1 (stereo not drawn)	112	100	95	105	97	92	83	104	101
COCCOC(=O)C1=C(C)NC2=C(C(=O)CC(c3ccccc3OC)C2)C1c1cccc(O)c1 (stereo not drawn)	96	42	57	74	66	56	38	71	67
C/C(=N/O)c1ccc(NC(=O)CSc2nnc(-c3ccccc3)o2)cc1	90	92	77	.	74	87	85	71	63
COC(=O)c1ccc(C(=O)Nc2ccccc2N)cc1	80	.	65	63	65	81	37	.	72
c1ccc(COc2cccc3ccccc23)cc1	102	95	105	99	106	106	76	109	109
c1ccc2nc(Cn3cc[n+](Cc4ccc5ccccc5n4)c3)ccc2c1	89	98	43	41	59	101	88	92	44
Cn1cc(-c2cc3ncnc(Nc4ccc(CC(=O)Nc5ccc(F)c(Cl)c5)cc4)c3s2)cn1	73	77	43	53	27	55	68	74	59
O=C(Nc1ccccc1)Nc1ncnc2c1ncn2-c1ccc(F)cc1	96	98	112	96	104	95	85	92	96
C[N+](C)(C)CC(=O)N/N=C/c1ccc(Cl)cc1	110	107	109	111	109	112	99	100	101
CC(CNC1CCCCC1)OC(=O)c1ccc([N+](=O)[O-])cc1 (stereo not drawn)	115	99	98	113	104	97	99	99	99

Single records, from the list above. Screens in order: DU-145	TK-10	PC-3	SN12C	SF-539	786-0	UO-31	SF-295	U251
Profile of `O=c1oc2cc(O)ccc2c2ccccc12` : 107	102	105	103	104	95	102	110	102
Profile of `COc1cc(-c2cc(-c3ccc(Nc4ncnc5cc(Cl)ccc45)cc3)nc(N3CCOCC3)n2)cc(OC)c1OC` : 106	95	88	97	101	105	81	104	95
Profile of `CC(C)Cc1ccc(C(C)C(=O)NCc2ccc(Cn3c(=O)sn(-c4ccc(C#N)cc4)c3=O)cc2)cc1` (stereo not drawn) : 90	85	79	74	84	84	56	58	79
Profile of `COCCOC(=O)C1=C(C)NC2=C(C(=O)CC(c3ccccc3OC)C2)C1c1cccc(O)c1` (stereo not drawn) : 96	42	57	74	66	56	38	71	67
Profile of `c1ccc(COc2cccc3ccccc23)cc1` : 102	95	105	99	106	106	76	109	109

Continuation:
SMILES	DU-145	TK-10	PC-3	SN12C	SF-539	786-0	UO-31	SF-295	U251
CCCCCCNC(=O)Oc1ccc(/C(=C(/C)Cc2ccc(OC)cc2)c2ccc(OCCN3CCCCCC3)cc2)cc1	100	100	83	88	96	83	69	110	75
S=c1[nH]nc(NC2CCCCC2)s1	109&116	101&104	106&97	101&106	106&108	103&111	88&128	104&91	99&112
CCCCC[n+]1ccc(SCC(=O)N(C)c2cccc(Cl)c2)c2ccccc21	108	103	91	101	106	101	99	91	102
O=C(c1ccc(O)cc1)[C@@H]1CN[C@]2(C(=O)Nc3ccccc32)[C@H]1c1ccc(F)cc1	108	115	92	98	99	111	76	103	101
Cc1nn2c(/C=C3/C(=O)Nc4cc(Cl)ccc43)c(-c3ccccc3)nc2s1	33	-55*	51	-1.6*	-41*	-75*	-72*	.	-20*
O=C(Nc1ccc(Oc2cccc(F)c2)c(Cl)c1)c1cnccn1	19	60	17	46	-3.5*	47	43	36	26
CSc1nc(Cl)c(C#N)c(-c2ccc(Cl)cc2)n1	114	107	101	104	102	104	90	104	98
O=C(CCCC(=O)N/N=C/C=C/c1ccccc1)N/N=C/C=C\c1ccccc1	.	104	75	127	111	99	102	110	74
Nc1c(C(=O)Nc2ccc3c(c2)OCCO3)sc2ncccc12	107	125	97	97	101	106	76	99	94
COc1cccc2ncc(C)c(=O)n12	111	104	91	100	103	104	83	106	100
c1ccc(N=Nc2ccc(C3=NCCO3)cc2)cc1	97	87	86	89	104	91	84	100	86
C=CCN1C(=O)c2cccc3c(Nc4ccc(Br)cn4)ccc(c23)C1=O	87	109	72	87	93	94	67	92	97

Screening data as filed in PubChem BioAssay.
